CatL block: inhibitors of human cathepsin L; purified cathepsin L, fluorogenic substrate, fluorescence; 58,000 compounds, 0.17% hits; AID 460; inhibition, %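 (tested at 10 µM)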; P07711; in the data active = inhibition above about 45%;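 note: 0% = enzyme with no compound and 100% = no enzyme blank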
Target sequence (P07711 114-288 limits assumed): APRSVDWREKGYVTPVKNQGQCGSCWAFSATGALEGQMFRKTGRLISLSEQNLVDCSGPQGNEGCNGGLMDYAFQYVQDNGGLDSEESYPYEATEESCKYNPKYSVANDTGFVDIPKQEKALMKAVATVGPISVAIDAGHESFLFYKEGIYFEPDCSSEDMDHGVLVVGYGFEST
Target sequence (P07711 292-333 limits assumed): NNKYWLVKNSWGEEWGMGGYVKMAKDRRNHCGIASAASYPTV
C1s inh: human complement C1s inhibition; purified C1s, fluorogenic AMC substrate, pooled mixtures; mean inhibition % of two 10-compound mixtures (hits give high values), % at 5 µM (by protocol); 62,000 compounds, 0.16% hits;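 active = inhibition above 20% in each of the two 10-compound mixture wells holding the compound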;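 note: 0% = enzyme wells lacking compound mixture and 100% = no-enzyme blank wells; some compounds called inactive have numbers as strong as hits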
FXIa inh mix: blocks human factor XIa in pooled compound mixtures; 62,000 compounds, 0.19% hits; purified FXIa, fluorogenic substrate; inhibition, % at 5 µM; P03951; in the data active = inhibition above about 20%, passing the limit was not always enough;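 note: each value is inhibition by a whole ten-compound pool holding the compound; 0% = enzyme with no mixture and 100% = wells lacking enzyme; strong numbers were not always called active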
Ec RNAP inh: blocks E. coli RNA polymerase transcription; fluorescence transcription assay; inhibition, %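 (tested at 10 µM)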; 62,000 compounds, 0.2% hits; AID 559; in the data active = inhibition above about 20%;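 note: 0% = enzyme without compound and 100% = no enzyme blank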
CatB mixtures: human cathepsin B inhibition by mixtures | P07858 | Purified cathepsin B, AMC dipeptide fluorescence, compound mixtures | inhibition, %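 (ten-compound pools at 5 µM per compound and 50 µM total)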 | 62,000 compounds, 0.06% hits | AID 488; in the data active = inhibition above about 22%, passing the limit was not always enough;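 note: 0% = enzyme without compound and 100% = no enzyme blank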
CatS block: human cathepsin S inhibition | P25774 | recombinant cathepsin S, AMC dipeptide fluorescence, pooled mixtures | inhibition, %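 (tested at 5 µM per compound within 10-compound mixtures)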 | 62,000 compounds, 0.06% hits; in the data active = inhibition above about 32%, passing the limit was not always enough;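 note: 0% = enzyme without compound and 100% = blank without enzyme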
Target sequence (P25774 115-331 limits assumed): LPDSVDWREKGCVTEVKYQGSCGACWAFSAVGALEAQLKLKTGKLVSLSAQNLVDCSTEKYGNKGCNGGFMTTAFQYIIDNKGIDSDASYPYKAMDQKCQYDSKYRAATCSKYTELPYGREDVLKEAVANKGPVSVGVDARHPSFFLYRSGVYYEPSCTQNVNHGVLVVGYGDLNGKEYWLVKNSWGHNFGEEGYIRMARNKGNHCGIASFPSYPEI
AP ELISA ortho: alternative pathway complement inhibition, orthogonal assay | Human serum alternative complement pathway, LPS-coated ELISA, C3 deposition; tested in compound mixtures | inhibition, % at 5 µM | 62,000 compounds, 0.08% hits;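 active = inhibition above 30% in each of the two pooled mixtures holding the compound, so the lower value exceeds 30%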;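 note: 0% = serum in Mg-EGTA without compound and 100% = EDTA serum blank; some compounds past the cut are filed as inactive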
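Test system – human serum alternative complement pathway, C3 deposition on LPS-coated wells · Buffer or medium – diluted human serum in Mg2+-EGTA GVB++ · Compound dosing – 5 µM each compound, pools of ten, 50 µM per pool · Schedule – 1 h serum-compound exposure at 37 °C · Measured by – Anti-C3 ELISA, OD 450 nm · Read-out basis – percent inhibition of C3 deposition onto LPS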
Cathepsin G inh: inhibitors of human cathepsin G; P08311; purified enzyme, AMC-tetrapeptide fluorescence, pooled mixtures; inhibition, % at 5 µM (by protocol); 62,000 compounds, 0.2% hits;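 active = inhibition above 20% in each of the two mixture wells holding the compound; inactive = inhibition of 20% or less in either well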;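 note: 0% = enzyme control without mixture and 100% = blank lacking enzyme; strong numbers were not always called active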
Target sequence (P08311 21-244 limits assumed): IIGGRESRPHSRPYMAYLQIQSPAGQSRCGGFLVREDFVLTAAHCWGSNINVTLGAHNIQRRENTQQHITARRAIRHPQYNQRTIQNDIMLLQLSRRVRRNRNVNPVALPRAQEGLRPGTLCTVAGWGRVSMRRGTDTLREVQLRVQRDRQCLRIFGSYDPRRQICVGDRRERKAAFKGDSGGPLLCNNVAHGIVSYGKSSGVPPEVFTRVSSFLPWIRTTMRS
CatB block: human cathepsin B inhibition | P07858 | purified cathepsin B, fluorogenic substrate, fluorescence | inhibition, %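 (tested at 10 µM)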 | 63,000 compounds, 0.1% hits | AID 453; in the data active = inhibition above about 21%;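 note: 0% = enzyme with no compound and 100% = no enzyme blank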
Starred values were filed as active, the others as inactive; x = not tested or not shown. Some of the compounds tested; rates above refer to the full screens.

SMILES	CatL block	C1s inh	FXIa inh mix	Ec RNAP inh	CatB mixtures	CatS block	AP ELISA ortho	Cathepsin G inh	CatB block
COc1ccc(-c2c3c(=O)n(C)c(=O)n(C)c3cn2-c2cccc(OC)c2)cc1	9	16	11	7	2	2	5	16	5
COC(=O)c1c(N)nc(C)n1-c1ccc(OC)cc1	8	-12	3	4	2	-8	-7	-1	2
Cc1ccc(OCC(O)CNS(=O)(=O)c2ccccc2C(=O)N2CCCCC2)cc1 (centres undefined)	-9	13	3	2	2	1	4	10	-1
CCOC(=O)N1CCN(CCC(=O)Nc2ccc(OC)cc2)CC1	-15	0	1	-1	-2	-8	17	-3	-3
Cn1c(SCC(=O)N2CCN(c3ccccc3)CC2)nnc1-c1cc2ccccc2o1	0	-11	0	-11	2	2	-11	-14	0
Cc1ccccc1C(=O)NCCN=C1NS(=O)(=O)c2ccccc21	-3	-25	8	2	5	-2	19	1	0
CCN=c1scc(-c2ccc3c(c2)NC(=O)CO3)n1N=C1CCCC1	0	-7	3	6	5	15	-16	-7	9
Cc1cc(C)c2c(N)c(C(=O)Nc3nccs3)sc2n1	-68	-38	-18	6	1	20	8	-4	-4
CCc1c(C)c2ccc(OCC(=O)OC(C)C)c(C)c2oc1=O	-39	11	7	2	13	-6	11	8	0
Cc1ccc(Cn2nnc(C(=O)Nc3cccc(C)c3C)c2N)cc1	13	9	3	2	5	-8	23	-3	-2
CCOC(=O)Cc1csc(NC(=O)CSc2nnnn2-c2ccc(CC)cc2)n1	15	-36	-1	14	-1	3	-9	7	0
COc1ccc2cc3cc(C(=O)Nc4ccccc4N4CCN(C)CC4)oc3nc2c1	x	-64	-5	6	0	5	6	2	8
Cn1c(=O)cc(OCC(=O)NCCCN2CCN(Cc3ccccc3)CC2)c2ccccc21	-7	-10	-1	5	4	5	15	-8	2
CCOC(=O)CNc1c(N2CCN(c3ccccn3)CC2)c(=O)c1=O	-4	-2	9	-4	2	-4	11	-3	0
COC(=O)c1sc2nc(CN3CCOCC3)nc(N3CCOCC3)c2c1C	9	-72	-24	5	-8	-3	-7	-6	3
Cc1nc(SCC(=O)N2CCCc3ccccc32)c2oc3ccccc3c2n1	12	6	2	8	2	3	3	-3	-2
FC(F)(F)c1ccccc1Nc1nccs1	14	11	3	11	4	11	4	8	1
COc1ccc(OC)c(N(CC(=O)Nc2cccnc2)S(=O)(=O)c2ccc(OC)c(OC)c2)c1	4	4	9	-3	2	5	0	0	4
CC(NC(=O)COc1ccccc1)C(c1ccccc1)N1CCN(C)CC1 (centres undefined)	-3	12	1	7	5	-5	4	11	0
CC1CC(C)CN(Cc2nc(N)nc(Nc3ccc4ccccc4c3)n2)C1 (centres undefined)	x	57	-4	1	3	-1	12	9	1
O=C(CN1C(=O)C2C3C=CC(C3)C2C1=O)Nc1ccc2nccnc2c1 (centres undefined)	-12	-10	9	2	2	8	23	-1	-6
COc1ccc(C)cc1NC(=O)CSc1nnc(-c2ccc(C)cc2)o1	27	0	-6	7	-3	4	9	5	-1
COc1ccc(OC)c(-c2cc(C(=O)Nc3c(C)nn(Cc4ccc(Cl)cc4)c3C)no2)c1	25	11	6	6	1	2	17	10	1
COC(=O)c1ccccc1NC(=O)COC(=O)c1ccco1	x	-2	3	-1	1	-7	16	9	0
O=C(Cc1coc(-c2ccc(F)cc2)n1)NC1CCCCC1	13	-40	5	8	2	16	-5	-8	6
Going on with the list.
SMILES	CatL block	C1s inh	FXIa inh mix	Ec RNAP inh	CatB mixtures	CatS block	AP ELISA ortho	Cathepsin G inh	CatB block
O=C(Nc1cccc(Cl)c1)c1cnn2cccnc12	1	-2	3	1	2	-5	12	-2	-1
O=C(O)CCCc1nc2ccccc2s1	2	14	5	5	13	6	19	10	4
CCCN(CCC)CCNC(=O)CS(=O)Cc1nc(-c2ccc(C)cc2)oc1C (centres undefined)	-2	-16	37	5	5	-4	16	6	-2
O=C(c1ccco1)N(CCCN1CCOCC1)c1nc(-c2ccc(Cl)cc2)cs1	18	-3	2	-4	-2	-5	22	-3	-2
COc1cc(-c2nn3c(-c4cccnc4)nnc3s2)cc(OC)c1OC	-17	2	5	7	4	5	0	13	-1
Cc1ccc(-c2nc(C3CCCN(S(=O)(=O)c4ccc(C(F)(F)F)cc4)C3)no2)cc1 (centres undefined)	19	3	11	6	9	23	7	4	0
CCOc1ccc2[nH]c(C)cc(=O)c2c1	-22	-19	-4	2	2	-7	-3	-10	2
CCCn1cc(S(=O)(=O)CC(=O)Nc2ccc(OCC)cc2)c2ccccc21	-5	-3	4	-8	-2	-5	12	-3	2
COCCCNC(=O)CS(=O)Cc1nc(-c2ccccc2C)oc1C (centres undefined)	x	-30	-1	7	1	16	-4	-6	5
CC(=O)N(C)c1ccc(OCC(O)CN(Cc2ccco2)S(=O)(=O)c2ccc(C)cc2)cc1 (centres undefined)	-11	-79	-14	0	-1	-3	23	-1	-7
Cc1cccc(N(CC(=O)NCc2ccco2)C(=O)CCC(=O)Nc2ccccn2)c1	9	12	1	14	3	13	-7	9	7
COc1cc(-c2nc(-c3ccc(C)nc3OC)no2)cc(OC)c1OC	-1	-7	8	x	8	9	5	-7	9
COCCCn1cnc2oc3nc4ccccc4nc3c2c1=O	-34	-14	-2	-5	5	9	17	7	2
Cc1cc(C(=O)N2CCN(Cc3ccc4c(c3)OCO4)CC2)on1	4	-1	6	5	3	4	8	-1	7
COC(=O)Cn1ncc2c3ccccc3n(C)c2c1=O	9	-7	7	4	0	9	6	5	1
CCOC(=O)N1CCN(C(=O)c2cc(-n3cnnc3)ccc2Cl)CC1	-1	-3	4	4	6	12	-1	-8	6
O=C(CSc1ncnc2nc[nH]c12)N1CCN(c2ccc(Cl)cc2)CC1	8	13	5	1	7	1	13	9	3
Cc1cc(NC(=O)CSc2ccc3nnc(-c4ccc(Cl)cc4)n3n2)no1	17	7	6	8	4	9	5	16	-1
CCOC(=O)C1CCN(C(=O)C2(NC(=O)Nc3ccccc3Cl)CCCCC2)CC1	1	14	5	12	3	6	-2	11	1
Cc1ccc(C2C(C(=O)c3sc(C)nc3C)=C(O)C(=O)N2CCN(C)C)o1 (centres undefined)	1	-30	-6	4	-11	-12	9	1	4
Nc1ccc(-c2nc3c(Cl)cc(N)cc3[nH]2)cc1	-435	-65	1	-16	-5	2	11	-4	-8
CCCCOc1ccc(C2C3CN(C(=O)OCC)CC=C3C(C#N)=C(N)C2(C#N)C#N)cc1OC (centres undefined)	60*	10	9	7	7	11	7	13	2
COCCCNC(=O)c1cccc(OC)c1OC	35	8	-1	3	-2	-2	15	8	3
CN(Cc1nc(-c2ccccn2)no1)S(=O)(=O)c1ccccc1	4	16	6	4	-2	4	-3	9	4
CCN1CCN(c2ncnc3sc(C(=O)Nc4ccccc4F)c(C)c23)CC1	0	6	1	1	2	-6	10	8	2
Further structures
SMILES	CatL block	C1s inh	FXIa inh mix	Ec RNAP inh	CatB mixtures	CatS block	AP ELISA ortho	Cathepsin G inh	CatB block
CCC1CCCCN1C(=O)Nc1cccc(NC(=O)N2CCCCC2CC)c1 (centres undefined)	7	3	3	5	2	-10	23	4	0
CCCC(=O)N(c1ccc2oc(=O)sc2c1)S(=O)(=O)c1cccs1	5	8	0	7	3	3	17	10	1
O=C(CSc1nnc(-c2cccnc2)o1)Nc1ccccn1	3	-19	1	-4	6	13	-9	-13	6
O=C(Nc1ccc(Cl)cc1C(=O)N1CCOCC1)c1ccco1	13	0	0	7	6	21	10	-2	-3
Cc1cc(C)nc(SCc2nnc(SCC(=O)Nc3ccc(C)c(C)c3)o2)n1	25	-32	-7	6	0	-2	-17	-5	4
CCOc1ccc(CN2C(=O)CCC2(C)C(=O)NCc2cccnc2)cc1 (centres undefined)	x	9	5	7	5	2	16	10	-1
COC(=O)c1cc(NC(=O)c2ccoc2C)cc(C(=O)OC)c1	6	-29	-7	5	-6	-15	-2	6	-1
CCCOc1ccc(NC(=O)C2CCCNC2=O)cc1 (centres undefined)	-3	3	4	3	0	-4	5	-7	2
CCOC(=O)C(C(=O)OCC)C(CC(=O)C1CC1)c1ccccc1 (centres undefined)	12	-1	6	11	0	12	-2	1	3
Cc1cc(C)nc(N2C(=O)CC(C(=O)O)NC2=NCCc2c[nH]c3ccccc23)n1 (centres undefined)	-4	-4	12	2	0	4	20	4	2
COc1ccc(CCNC(=O)c2ccc3c(c2)NC(=O)C(N2CCOCC2)S3)cc1OC (centres undefined)	4	4	7	0	1	-3	10	8	-3
C=CCn1c(SCC(=O)NC(=O)NCc2ccco2)nc2sc(C)c(C)c2c1=O	-13	3	7	3	3	-4	-6	0	-5
CCOC(=O)c1cnc(NCc2ccccc2)nc1C	6	0	6	4	0	14	0	-2	-2
O=C(CSc1nc2ccccc2o1)NCc1ccc2c(c1)OCO2	5	0	4	10	4	15	6	-2	-1
NC(=O)NCC12CC3CC(CC(C3)C1)C2	6	-34	5	5	0	-6	10	3	5
O=C(CN1C(=O)NC2(CCCCC2)C1=O)Nc1ccc(S(=O)(=O)N2CCOCC2)cc1	17	16	3	7	5	16	9	10	5
CN(C)C(=O)N1CCCC(C(=O)NCc2ccc(F)cc2Cl)C1 (centres undefined)	8	-33	-4	-1	-6	-8	-4	-13	-4
Cn1c(=O)c2c(nc(N3CCCCCC3)n2CC(=O)c2ccccc2)n(C)c1=O	16	1	1	2	-1	1	6	-1	0
O=C(c1cccs1)N1CCN(Cc2cccnc2)CC1	14	2	1	5	1	9	2	8	3
COCCNC(=O)c1cc(-c2cccs2)on1	20	27	19	11	4	4	-3	18	4
O=C(c1cc2c(s1)-c1ccccc1OC2)N1CCN(c2ccccn2)CC1	x	8	8	9	-1	8	8	23	2
CN1CCN(c2ccc(Cl)cc2NS(=O)(=O)c2ccccc2Cl)CC1	-1	3	4	9	1	9	8	9	2
CN(Cc1nc2ccccc2n1C)S(C)(=O)=O	25	10	5	10	6	21	-2	3	5
O=c1c2cnn(-c3ccccc3)c2nc(-c2ccco2)n1-c1ccccc1	x	2	4	3	2	-5	7	8	4
COc1ccc(C2OC(=O)CC2C(=O)NC2CCCCCC2)cc1OC (centres undefined)	6	0	-3	6	2	10	-1	7	11

An excerpt of these results, bar-delimited:
molecule | CatL block | C1s inh | FXIa inh mix | Ec RNAP inh | CatB mixtures | CatS block | AP ELISA ortho | Cathepsin G inh | CatB block
COCCNC(=O)c1cc(-c2cccs2)on1 | 20 | 27 | 19 | 11 | 4 | 4 | -3 | 18 | 4
O=C(CSc1ncnc2nc[nH]c12)N1CCN(c2ccc(Cl)cc2)CC1 | 8 | 13 | 5 | 1 | 7 | 1 | 13 | 9 | 3

More results follow:
SMILES	CatL block	C1s inh	FXIa inh mix	Ec RNAP inh	CatB mixtures	CatS block	AP ELISA ortho	Cathepsin G inh	CatB block
Nc1cccc(-n2nncc2-c2ccc(Cl)cc2)c1	15	-3	5	10	1	14	1	1	8
Cc1nn2c(=O)c(NC(=O)c3ccc(F)cc3)cnc2s1	x	4	1	7	-6	13	-1	10	3
Cc1nc(S(=O)(=O)c2ccc(Cl)cc2)c(NCc2ccccc2)o1	-1	-2	-2	7	6	3	7	0	0
CC(C)Cn1c2c(c(O)c(C(=O)Nc3ncccc3O)c1=O)CCCC2	6	15	7	2	2	-6	7	10	1
CCOc1ccccc1N(CC(=O)OC)S(=O)(=O)c1ccccc1	16	11	4	x	3	2	1	-1	-3
COC(=O)c1c(NC(=O)CN2CCCC(C)C2)c2c(C)cccc2n1C (centres undefined)	3	-10	-1	8	5	10	-10	-2	2
Cc1cnn(C(=S)NCc2ccco2)c1	-4	3	3	4	4	-3	2	-1	6

Screening data: PubChem BioAssay, PCMD
